Screens: PubChem, several laboratories
Exocytosis inh = lytic granule exocytosis inhibition. TALL-104 LAMP-1 surface exposure, flow cytometry; cells stimulated with thapsigargin and PMA. inhibition, % at 10 µM. 0.66% of 360,000 active. AID 651702;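 active = inhibition above about 55%, limit read from the data; inconclusive = no clear call, values can overlap the other calls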
aDG glyco up = alpha-DG glycosylation activation. Pro5-aDG cells, alpha-DG glycosylation AlphaScreen (IIH6); 0% Pro5, 100% B10-LARGE cell signal. activation, % at 10 µM. 0.22% of 360,000 active. AID 624168;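 active = activation of at least 8% versus controls, or a plate z-score of at least 8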;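 note: Pro5 are CHO cells carrying HIG-tagged alpha-DG that lacks glycosylation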
NOD2 RIPK2 PPI = blocks binding of human NOD2 to RIPK2 | O43353 | inhibition, % at 4.98 µM | 0.38% of 360,000 active | AID 624267 | CHO BLA complementation NOD2-RIPK2, CCF4 ratio; in the data active = inhibition above about 21%;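 note: 0% = vehicle only and 100% = reference blocker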
MC4R ag barr = agonists of human melanocortin 4 receptor (MC4R) beta-arrestin; P32245; U2OS MC4R beta-arrestin complementation, luminescence; percent of melanotan II response, DMSO zero; activation, % at 8.9 µM; 0.98% of 360,000 active;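 active = activation above a per-plate cutoff, the mean activation of sample wells on that plate plus 3 SD, cut at about 8% in these data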
MC4R antagonist = human MC4R antagonism in cAMP assay | P32245 | MC4R-expressing cells, MTII-stimulated cAMP, LANCE TR-FRET | inhibition, % at 6.5 µM | 0.48% of 360,000 active | AID 540295;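 active = inhibition above its plate's cutoff, the mean of tested wells on that plate plus 3 SD, cut at about 29% in these data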;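 note: 0% = Melanotan II alone and 100% = Melanotan II plus saturating MCL0020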
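Material: human MC4R-expressing U2OS cells. Probe or stimulus: Melanotan II challenge. Dosing: 6.5 µM single dose. Times: 30-min compound, 1-h challenge, 1-h detection, room temperature. Technique: TR-FRET with Eu-cAMP and labeled anti-cAMP, 671 nm. Replication: singlicate.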
ABCB6 inh 2 = blocks the human ABCB6 transporter | K562-ABCB6 porphyrin accumulation, flow cytometry, 1 h; hits give low values | 0.19% of 360,000 active | Q9NP58 | AID 602162 | fluorescence ratio to DMSO, % at 10 µM;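 active = fluorescence ratio to DMSO below 75%, the collection mean minus 3 SD; inconclusive = too few cells collected in the well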;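 note: signal is porphyrin accumulated inside mitochondria; 100% equals median channel fluorescence of DMSO control wells; lower ratio means ABCB6 inhibition with less porphyrin fluorescence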
Glyco luc inh = N-linked glycosylation inhibition; D54 ERlucT glycosylation luciferase reporter, 24 h; percent of 100 nM tunicamycin response; reporter increase, % at 12.5 µM; 0.23% of 360,000 active; AID 588692;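 active = mean luciferase reporter signal, scaled so untreated is 0 and the glycosylation-blocking control 100, at or above a set limit in every replicate; inconclusive = mean reaches the limit but not every replicate does; inactive = mean below the limit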;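 note: luciferase carries N-glycosylation sites so blocking glycosylation raises the light; 0% = median of neutral control wells and 100% = median of 100 nM tunicamycin wells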
Vif imaging = blocks HIV Vif function; AID 602346; 0.35% of 340,000 active; inhibition, % at 7.49 µM; HEK293T cells, Vif self-association by quenched fluorescence, imaging, 24 h; in the data active = inhibition above about 50%, passing the limit was not always enough; inconclusive = no clear call, values can overlap the other calls; inactive = below about 31%; note: some results filed as inactive read as strong as hits
TLR9-MyD88 inh = blocks human TLR9 binding to MyD88; inhibition, % at 4.98 µM; CHO BLA complementation TLR9-MyD88, CCF4 FRET ratio; 0.21% of 340,000 active; AID 504734;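 active = inhibition above the mean over all tested compounds plus 3 SD, cut at about 21% in these data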;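 note: 0% = DMSO only wells and 100% = clavulanate BLA inhibitor control wells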
Target sequence (Q99836 whole entry, looked up): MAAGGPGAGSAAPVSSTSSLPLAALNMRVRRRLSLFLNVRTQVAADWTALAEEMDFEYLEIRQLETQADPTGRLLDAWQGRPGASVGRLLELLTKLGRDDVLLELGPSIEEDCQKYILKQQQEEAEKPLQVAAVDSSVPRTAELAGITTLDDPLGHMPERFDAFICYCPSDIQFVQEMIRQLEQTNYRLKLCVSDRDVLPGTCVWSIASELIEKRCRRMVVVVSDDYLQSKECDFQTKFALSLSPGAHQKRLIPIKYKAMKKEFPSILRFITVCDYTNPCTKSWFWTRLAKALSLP
Target sequence (Q9NR96 whole entry, looked up): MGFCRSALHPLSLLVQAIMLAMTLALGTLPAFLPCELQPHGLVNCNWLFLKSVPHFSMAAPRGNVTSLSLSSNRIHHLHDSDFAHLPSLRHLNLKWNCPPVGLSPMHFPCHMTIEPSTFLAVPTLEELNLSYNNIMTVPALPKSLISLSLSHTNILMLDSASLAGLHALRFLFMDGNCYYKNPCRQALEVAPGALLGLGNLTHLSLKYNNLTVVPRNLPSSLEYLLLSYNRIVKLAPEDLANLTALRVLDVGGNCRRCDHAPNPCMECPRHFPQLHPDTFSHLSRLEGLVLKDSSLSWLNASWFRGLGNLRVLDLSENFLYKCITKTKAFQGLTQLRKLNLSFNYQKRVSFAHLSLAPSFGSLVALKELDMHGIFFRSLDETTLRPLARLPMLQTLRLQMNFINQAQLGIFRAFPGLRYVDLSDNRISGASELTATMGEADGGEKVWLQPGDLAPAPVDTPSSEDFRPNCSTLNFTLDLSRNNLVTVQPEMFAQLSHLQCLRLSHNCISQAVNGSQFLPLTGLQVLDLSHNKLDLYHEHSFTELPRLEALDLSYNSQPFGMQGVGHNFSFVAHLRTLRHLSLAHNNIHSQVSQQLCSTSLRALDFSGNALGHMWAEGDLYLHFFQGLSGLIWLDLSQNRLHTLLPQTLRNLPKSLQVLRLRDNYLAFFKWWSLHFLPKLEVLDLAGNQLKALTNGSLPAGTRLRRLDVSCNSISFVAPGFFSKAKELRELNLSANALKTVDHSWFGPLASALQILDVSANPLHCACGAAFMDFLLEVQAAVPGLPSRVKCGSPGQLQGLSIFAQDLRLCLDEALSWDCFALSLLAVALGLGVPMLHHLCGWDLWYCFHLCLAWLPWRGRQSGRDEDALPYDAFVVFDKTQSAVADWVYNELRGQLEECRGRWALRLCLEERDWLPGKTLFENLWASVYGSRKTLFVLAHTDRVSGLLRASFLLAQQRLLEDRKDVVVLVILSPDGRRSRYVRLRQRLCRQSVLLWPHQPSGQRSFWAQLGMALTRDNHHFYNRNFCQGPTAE
ABHD5 PLIN5 PPI = blocks binding of human ABHD5 to perilipin-5 | Q00G26+Q8WTS1 | Split G. princeps luciferase complementation, luminescence, 4 h | inhibition, % at 4 µM | 0.78% of 360,000 active | AID 602281;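 active = inhibition above the mean inhibition across every tested compound plus 3 SD, cut at about 22% in these data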;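 note: 0% = DMSO only wells and the 100% control is not disclosed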
Active calls of the source: *; ? = inconclusive; . = not tested or not shown. A portion of the library; the hit share may differ from the screen's.

Exocytosis inh	aDG glyco up	NOD2 RIPK2 PPI	smiles	MC4R ag barr	MC4R antagonist	ABCB6 inh 2	Glyco luc inh	Vif imaging	TLR9-MyD88 inh	ABHD5 PLIN5 PPI
0	-0.1	1	Cc1nn(Cc2ccc(Cl)cc2Cl)c(C)c1NC(=O)c1sc2ccccc2c1Cl	-1.0	0	93	0	-5	8	2
2	0.3	-12	Oc1ccccc1/C=N/n1cnn(Cc2ccccc2Cl)c1=S	2.7	10	95	1	-1	-10	-7
-20	0.2	11	COc1ccc(COC(=O)c2cc(S(=O)(=O)N3CCCCC3)ccc2N2CCOCC2)cc1	-0.3	17	98	0	-5	-5	1
-3	0.0	-7	O=C(NC1CCCC1)c1ccc(CNc2c(N3CCOCC3)c(=O)c2=O)cc1	-0.3	0	99	0	.	-10	-4
0	0.0	-30	COc1ccc(-c2oc(/N=C/N3CCOCC3)c(C#N)c2-c2ccc(OC)cc2)cc1	-2.1	12	101	-9	-1	-3	-2
-2	-0.2	-6	Cc1cccc(NC(=O)c2sc3nc(N)c(C#N)cc3c2N)c1	-1.2	7	101	2	-8	3	2
0	-0.5	-4	CC(=O)c1cccc(N2C(=NC(=O)C3CCCCC3)SC3CS(=O)(=O)CC32)c1 (stereo unspecified)	-0.4	6	101	0	-24	11	-3
-2	0.2	-4	CC(C)[C@H](NC(=O)OCc1ccccc1)C(=O)N[C@@H](Cc1c[nH]c2ccccc12)C(=O)O	-3.1	2	98	1	-7	1	-10
-4	-0.5	-3	CC(=O)N(c1nc(CCl)cs1)c1ccc(C)cc1C	-3.7	-2	99	-3	4	0	-2
3	0.1	2	COc1ccc2oc(=O)c(C(=O)NCc3ccco3)cc2c1	2.5	-2	89	3	1	2	34*
-4	0.1	5	COc1ccc2cc(CCNC(=O)c3ccco3)c(=O)[nH]c2c1	0.8	11	99	-7	9	-1	-3
-1	-0.1	1	N#Cc1nc(-c2ccc(OCc3ccccc3)cc2)oc1N1CCC(C(N)=O)CC1	-0.1	14	99	-2	3	0	1
11	0.0	4	CCN(CC)c1ccc(/C=N/NC(=O)CNC(=O)c2cccs2)cc1	-1.5	8	103	-5	10	9	2
2	-0.2	-9	CCOC(=O)Nc1ccc(S(=O)(=O)N2CCC(c3nc4ccccc4[nH]3)CC2)cc1	1.3	0	97	2	-1	7	-3
6	-0.1	1	Cc1ccc(C(=O)Nc2ccc(N3CCOCC3)cc2)cc1	-2.5	5	98	-1	2	-10	-4
16	0.0	-6	O=C1NC[C@H](CCCCN2C[C@@H](Cc3ccccc3)N(CCC3CCCCC3)C(=O)C2=O)N(CCC2CCCCC2)C1=O	.	.	103	.	.	.	2
-2	0.1	-13	C[C@H](CO)N1C[C@H](C)[C@@H](CN(C)Cc2ccccc2)OCCCC[C@H](C)Oc2ccc(N(C)C)cc2C1=O	-0.6	4	100	0	.	2	-3
-4	-0.6	34*	COc1ncc(-c2ccc(N3C(c4ccc([N+](=O)[O-])cc4)=Cc4ccccc4C3CC(C)=O)cc2)cn1 (stereo unspecified)	.	.	142	.	.	.	6
1	0.0	-7	CN(C)c1ccc(/C=N/Nc2nc3ccccc3o2)cc1	-0.7	1	94	-19	0	-5	0
0	0.2	-6	Cc1ccc(CC(=O)OCCNC(=O)c2cccnc2)cc1	-0.8	10	98	2	-5	1	8
-5	-0.1	-2	COc1cccc(C(O)c2nc3ccccc3n2C(C)C)c1 (stereo unspecified)	-2.6	-3	97	-2	-14	-1	-2
-5	0.8	-5	CC(=O)c1cccc(NC(=O)N2CCC(NC(=O)C34CC5CC(CC(C5)C3)C4)CC2)c1	-1.1	-2	97	-1	1	-3	7
14	-0.1	-5	CN1C(=O)C(CC(=O)NCCc2ccccc2)N(NC(=O)c2ccc(Cl)cc2)C1=S (stereo unspecified)	-1.8	-2	94	-1	-1	9	-2
0	-0.1	0	C[C@H](CO)N1C[C@H](C)[C@@H](CN(C)Cc2cccnc2)OCc2cnnn2CCCC1=O	0.6	7	98	1	.	-16	1
0	0.8	-7	CCCCn1c(SCc2nnc(-c3ccccc3)o2)nc2c1c(=O)n(C)c(=O)n2C	-0.6	6	97	4	-2	-14	5
2	-0.3	-11	CC(C)(C)N1NC(=O)Nc2ccccc2C1=O	-2.4	-1	141	0	5	-2	-6
1	-0.2	-15	CCOC(=O)C(NC(=O)c1ccccc1)(N1CCOCC1)C(F)(F)F (stereo unspecified)	-0.6	-5	97	7	-3	0	4
-6	0.0	1	CNc1ccccc1	0.1	2	98	-1	0	-10	3
25	0.0	3	Cc1ccc(OCC(=O)Nc2cccc(S(=O)(=O)NC3=NCCCCC3)c2)cc1C	-1.0	-2	101	-3	2	1	0
-6	0.3	-1	CCC(C)[C@H](NC(=O)c1cc2cc(Cl)ccc2n1C)C(=O)N1CCC[C@H]1C(=O)O (stereo partly specified)	-1.2	12	105	0	-5	-2	-4
-3	-0.2	-3	CN1CCN(NC(=O)c2ccc(S(=O)(=O)N3CCCCCC3)cc2)CC1	-0.2	2	97	3	-9	-8	1
-4	-0.1	4	CCC(=O)N(CC)Cc1cc(=O)[nH]c2ccccc12	-1.4	-40	90	1	-10	1	0
7	-0.1	-11	CC(C)NS(=O)(=O)c1ccc2c(c1)NCC2	0.9	-4	99	1	5	-1	4
5	-0.1	2	CC1(C)CCC(=O)C=C1Nc1ccc(F)c(Cl)c1	1.3	-5	98	-1	30	3	1
0	0.0	-5	O=C(Nc1cc(C(F)(F)F)ccc1N1CCOCC1)c1cccnc1Cl	1.6	7	97	3	6	8	-1
-8	-0.1	-6	CCS(=O)(=O)NCCc1csc(C)n1	2.1	-1	98	-1	?	-2	-1
3	0.1	5	CCCCNC(=O)C1(C)CCCCN1Cc1ccc(OCc2ccccc2)cc1 (stereo unspecified)	-2.5	6	105	-6	-1	.	-3
1	-0.1	-6	O=C1NN(c2ccccc2)C(=O)/C1=C/c1ccc(-c2ccc(C(=O)O)cc2)o1	-0.3	2	99	0	3	2	3
0	1.3	-6	CC(NC(=O)c1cc(COc2c(F)cccc2F)on1)c1cnn(-c2ccccc2)c1 (stereo unspecified)	-0.7	14	104	-2	-13	-4	-2
2	0.4	-11	COCCNC(=S)Nc1cc(S(=O)(=O)N2CCOCC2)ccc1N1CCCCC1	-2.0	-1	93	2	-3	12	2
-1	-0.5	4	Cc1ccc(CNC(=O)CC(C)S(=O)(=O)c2ccc3c(c2)NC(=O)C(C)S3)cc1 (stereo unspecified)	-1.8	13	102	-2	-5	6	-14
2	-0.1	-5	COc1cc(N(C)C)c([N+](=O)[O-])cc1C(=O)NC(C)CNc1ccc([N+](=O)[O-])cc1Cl (stereo unspecified)	-2.8	13	103	-3	.	12	9
4	-0.4	-7	COc1ccc(-c2nc3c(C)cc(Br)cn3c2Cc2ccc(C)cc2)cc1OC	.	.	104	-4	.	.	-23
-2	0.4	9	C[C@@H]1CN([C@@H](C)CO)C(=O)CCCn2cc(nn2)CO[C@H]1CN(C)C(=O)c1cc(-c2ccccc2)on1	0.3	13	102	2	17	-11	-7
0	-0.3	4	CC(c1ccco1)N(C(=O)Nc1ccccc1)C1CCCCC1 (stereo unspecified)	-3.4	12	102	0	33	-1	-4
0	0.2	-3	CC(C)NC(=O)NC(=O)COC(=O)C1(C)CC1(Cl)Cl (stereo unspecified)	-2.5	16	99	1	-12	-16	-1
-3	0.2	-4	O=C(CSc1nnc(Cc2ccccc2)n1-c1cccc(Cl)c1)NNC(=O)Cc1ccccc1	-0.4	6	99	4	-5	-13	7
-3	0.3	-4	Cc1ccc(C)c(Sc2ccc(S(=O)(=O)Nc3ccc(C(=O)O)cc3)cc2)c1	-1.3	7	98	2	-5	-14	19
-7	-0.2	-2	O=C(O)C1C2CCC(C2)C1C(=O)N1CCCC1 (stereo unspecified)	0.6	7	98	2	-1	-8	-8
4	0.3	-7	CN(C(=O)COC(=O)c1ccccc1Nc1ccccc1)c1c(N)n(Cc2ccccc2)c(=O)[nH]c1=O	2.5	20	104	-1	-1	-9	3
4	-0.5	-2	CCN1CCN(c2ccc(N=Cc3ccccc3O)cc2)CC1	-2.4	2	91	3	-2	-9	-4
2	-0.1	-5	COCCN(C(=O)COC(=O)CCc1ccccc1OC)c1c(N)n(Cc2ccccc2)c(=O)[nH]c1=O	-1.7	4	104	2	-3	-5	6
1	-0.3	-2	COc1cccc2c(C)nc(Nc3nc(CSc4nnc(C)s4)cc(=O)[nH]3)nc12	-1.6	-24	93	3	1	-3	1
-2	-0.3	-5	O=C(OCc1nnc(-c2ccccc2)o1)c1cc(S(=O)(=O)N2CCOCC2)ccc1F	-3.6	-6	105	1	18	-1	10
0	-0.1	-1	N#Cc1cccc(OCC(=O)NC(=O)NCc2ccccc2)c1	-0.8	20	97	-1	3	-5	-4

3 neighbouring compounds out of the list so far, for reference:
Exocytosis inh	aDG glyco up	NOD2 RIPK2 PPI	smiles	MC4R ag barr	MC4R antagonist	ABCB6 inh 2	Glyco luc inh	Vif imaging	TLR9-MyD88 inh	ABHD5 PLIN5 PPI
1	-0.3	-2	COc1cccc2c(C)nc(Nc3nc(CSc4nnc(C)s4)cc(=O)[nH]3)nc12	-1.6	-24	93	3	1	-3	1
-2	-0.3	-5	O=C(OCc1nnc(-c2ccccc2)o1)c1cc(S(=O)(=O)N2CCOCC2)ccc1F	-3.6	-6	105	1	18	-1	10
0	-0.1	-1	N#Cc1cccc(OCC(=O)NC(=O)NCc2ccccc2)c1	-0.8	20	97	-1	3	-5	-4
